Bioassay records deposited in PubChem by National Center for Advancing Translational Sciences (NCATS).
TDP1 cell CPT – DT40-hTDP1 cell growth loss with CPT; chicken DT40 Tdp1-/-;hTDP1 cells + 20 nM CPT, ATP luminescence, 48 h; Potency, µM (titrated, usually from 46.2 µM), without a hit: at the top dose activity change, negative = growth inhibition, actives largely listed as inhibitors; 420,000 tested, 12% active; AID 686979; also: nearly all actives have a fitted effect of over 55% in size
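Chicken DT40 Tdp1-/- cells complemented with human TDP1, 400 cells/well, exposed to compounds plus 20 nM camptothecin for at least 48 h at 37 C; viability read as ATP content by CellTiter-Glo luminescence.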
DT40 TDP1 no CPT – qHTS for Inhibitors of human tyrosyl-DNA phosphodiesterase 1 (TDP1): qHTS in cells in absence of CPT; DT40 Tdp1-/- hTDP1 cells, no CPT, ATP luminescence, 48 h; Potency, µM (series often up to 46.2 µM), inactives show at the top dose activity change, negative = growth inhibition, usual class: inhibitors; 420,000 tested, 15% active; also: nearly all actives have a fitted effect of over 55% in size
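A cellular qHTS used chicken DT40 cells lacking endogenous Tdp1 but carrying stably transfected human TDP1. Compounds were applied without camptothecin, and cell growth kinetics were judged by ATP-dependent luminescence after ≥48 hr.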
TDP1 block – blocks human tyrosyl-DNA phosphodiesterase 1. recombinant TDP1, AlphaScreen DNA substrate cleavage. Potency, µM (top dose mostly 130 µM), for the others: at the top dose activity change, negative = inhibition, most hits filed as inhibitors. 350,000 tested, 0.28% active; also: nearly all actives have a fitted effect of over 40% in size
Target sequence (Q9NUW8 whole entry, looked up): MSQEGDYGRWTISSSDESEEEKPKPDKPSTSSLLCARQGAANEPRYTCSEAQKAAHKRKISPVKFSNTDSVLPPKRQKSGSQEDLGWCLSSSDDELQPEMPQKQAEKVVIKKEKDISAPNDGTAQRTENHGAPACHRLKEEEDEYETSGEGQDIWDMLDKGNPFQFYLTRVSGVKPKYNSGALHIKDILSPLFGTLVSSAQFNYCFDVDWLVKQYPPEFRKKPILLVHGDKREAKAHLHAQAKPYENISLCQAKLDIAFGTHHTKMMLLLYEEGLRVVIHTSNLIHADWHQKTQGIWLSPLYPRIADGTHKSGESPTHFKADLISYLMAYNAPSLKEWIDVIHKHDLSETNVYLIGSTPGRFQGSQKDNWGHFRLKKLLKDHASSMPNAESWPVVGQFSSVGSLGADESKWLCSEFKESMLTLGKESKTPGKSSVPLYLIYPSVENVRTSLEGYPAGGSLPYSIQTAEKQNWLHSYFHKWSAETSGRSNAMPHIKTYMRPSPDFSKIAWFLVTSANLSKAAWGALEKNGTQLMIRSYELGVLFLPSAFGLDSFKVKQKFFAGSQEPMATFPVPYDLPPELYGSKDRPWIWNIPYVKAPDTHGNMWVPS
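Here, a 5' biotin and 3' phosphotyrosine-FITC DNA oligonucleotide reports Tdp1 activity: intact substrate bridges AlphaScreen beads, while cleavage leaves a 3' phosphate and drops signal. All incubations at room temperature.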
Numbers without * were called inactive; ? = inconclusive; · = no result given; & = joins results of further samples; [ ] = another dose, or the depositor's remark. Calls follow the shape of the dose curve; as a rule, active = well fitted curve in the direction sought with a large enough effect; inconclusive = small, poorly fitted or top-dose-only effect, or another doubt; inactive = no such curve, though single readings can be large; an effect the other way counts as inactive or inconclusive. % is scaled to controls: 0 for no effect and ±100 for the full control effect; potency is read from the fitted curve at half-maximal effect.

Values run as follows: TDP1 cell CPT, DT40 TDP1 no CPT, TDP1 block
> Cc1nc([N+](=O)[O-])c(Br)n1CC(=O)c1cccc([N+](=O)[O-])c1
    14.6µM*, 16.4µM*, -4.6%
> CCC1Sc2ccccc2N(CC(=O)NC2CCCC2)C1=O (stereo not drawn)
    -12.8%, -18.3%, 0.7%
> C=CCNC(=O)/C(C#N)=C/c1c(N2CCN(c3ccc(OC)cc3)CC2)nc2c(C)cccn2c1=O
    ?, 13µM*, ·
> COc1ccc(CC(=O)NNS(=O)(=O)c2ccccc2)cc1OC
    1.3%, -13.8%, -2.4%
> O=S(Cc1ccc(Cl)cc1)CC(O)COc1ccc(Cl)cc1 (stereo not drawn)
    -23.3%, -28.3%, 3.1%
> CC(NC(=O)c1ccc(N(C)C)cc1)c1ccc(F)cc1 (stereo not drawn)
    ?, -4.8%, 5.0%
> COc1ccccc1N1CCN(Cc2ccc(Br)o2)CC1
    -7.2%, -27.4%, 0.0%
> NS(=O)(=O)c1ccc(NC(=O)c2cccc(Cl)c2)cc1
    -12.4%, -15.6%, 5.7%
> COc1cccc(NC(=O)/C(C#N)=C/c2ccc(-c3ccc(C)cc3)o2)c1
    ?, ?, 1.9%[2.28 µM]
> C=CC[C@H](CC(=O)N(CCO)Cc1ccccc1)C(=O)N[C@@H](COC(=O)[C@@H](CC=C)Cc1ccc(F)cc1)Cc1c[nH]c2ccccc12
    16.4µM*, 23.1µM*, 2.9%
> COc1ccc(-c2oc3ccccc3c(=O)c2O)cc1
    -2.9%, -0.3%, 11.9%[56.1 µM]
> O=Cc1[nH]c2ccccc2c1N(C(=O)CCl)c1ccccc1
    10.3µM*, 14.6µM*, 1.2%
> COc1ccc(OC)c(NC(=O)COC(=O)c2ccc(-n3cnnn3)cc2)c1
    -21.7%, -8.3%, 1.0%
> CCCC(=O)N1CCN(Cc2nc3cc([N+](=O)[O-])ccc3n2C)CC1
    -22.8%, 7.4%, ·
> CCCCn1c(N)c(N(CCOC)C(=O)COC(=O)CNC(=O)c2ccc(Cl)c(Cl)c2)c(=O)[nH]c1=O
    1.7%, 10.6%, ·
> COc1cc(/C=C2\SC(=S)N(CCC(=O)NCCc3ccccc3)C2=O)cc(OC)c1OC
    10.7%, -23.5%, -0.1%[0.0935 µM]
> CC[C@@]1(C(=O)OC)N[C@H](CN(C)C(=O)c2ccc(C)cc2)[C@@H]2C(=O)N(C)C(=O)[C@@H]21
    2.4%, 0.3%, 0.1%
> Cc1ccc(C(O)(C(=O)NNc2ccccn2)c2ccc(C)cc2)cc1
    1.5%, -26.9%, 3.6%
> O=C(O)CC(Cc1ccc(Cl)cc1)C(=O)Nc1cc(Cl)ccc1Cl (stereo not drawn)
    11.2%, -6.6%, ·
> O=C(NC(=S)Nc1cccc2cnccc12)c1ccccc1
    ?, ?, -1.2%
> CCOC(=O)Cn1c(=O)n(Cc2ccco2)c(=O)c2ccc(C(=O)NC3CCCC3)cc21
    -29.4%, ?, 2.6%
> Cc1nnc(SCC(=O)Nc2ccc([N+](=O)[O-])cc2)n1CC1CCCO1 (stereo not drawn)
    -6.0%, -12.1%, ·
> O=C(NN1CCOCC1)c1cccc(Br)c1
    0.4%, -1.0%, ·
> O=C(NCc1ccco1)c1nc(-c2ccc(F)cc2)no1
    0.3%, -0.2%, 5.5%
> COc1ccc(N=C(C)C2C(=O)c3ccccc3C2=O)cc1
    ?, ?, ·
> Cc1ccc(-n2c(SCC(=O)N/N=C/c3ccccc3C(=O)O)nnc2-c2ccccc2)cc1
    -26.3%, -3.8%, 5.2%
> CCOc1cc(C(=O)N(CC)CC(=O)Nc2c(F)cccc2F)ccc1OCC(=O)N1CCOCC1
    -12.5%, -9.6%, 2.6%
> CCn1c(=O)cc(SCC(=O)NCCc2ccc(OC)cc2OC)c2ccccc21
    ?, 23.1µM*, 8.8%
> C[C@@H]1CCC(=O)N(C[C@@H](C)CSc2ccccc2)CC1
    ?, ?, ·
> CCCCCCCN(CC)CCCC(O)c1ccc(NS(C)(=O)=O)cc1 (stereo not drawn)
    ?, -25.5%, ·
> C=CCOc1ccc(C(=O)Nc2ccccc2C(=O)NCc2cccnc2)cc1
    6.51µM*, 8.2µM*, ·
> O=C(CN1CCCC1)Nc1cc(C(F)(F)F)ccc1Cl
    4.2%, -4.3%, 0.0%
> COC(=O)N/N=C(\CCC(=O)O)c1cccs1
    -7.9%, 6.2%, ·
> CCc1c(C)sc(NC(=O)c2cc(C(C)C)on2)c1C#N
    -6.3%, 27.0%, -5.3%
> Cc1cccc(N2C(=O)CC(N3CCN(C(=O)c4ccccc4)CC3)C2=O)c1 (stereo not drawn)
    -3.6%, -2.0%, ·
> N#Cc1cc(N)ccc1-n1cccc1
    -15.9%, -4.6%, 2.9%
> Nc1ccc(NC(=O)c2cccc(C(=O)Nc3ccc(N)cc3Cl)c2)c(Cl)c1
    18.4µM*, 16.4µM*, 1.3%[12.3 µM]
> COc1ccc(-c2nc(Cc3ccc(Cl)cc3)no2)cc1OC
    -9.4%, -9.2%, 2.3%
> COc1ccc(CNCCc2ccc([N+](=O)[O-])cc2)c(OC)c1OC
    6.51µM*, 20.6µM*, ·
> O=C1N(c2ccccc2C(F)(F)F)OC1(Cc1ccccc1)c1ccccc1 (stereo not drawn)
    -21.9%, ?, 1.1%

Overlap with the part before: five compounds, followed by the next part.
Values run as follows: TDP1 cell CPT, DT40 TDP1 no CPT, TDP1 block
> N#Cc1cc(N)ccc1-n1cccc1
    -15.9%, -4.6%, 2.9%
> Nc1ccc(NC(=O)c2cccc(C(=O)Nc3ccc(N)cc3Cl)c2)c(Cl)c1
    18.4µM*, 16.4µM*, 1.3%[12.3 µM]
> COc1ccc(-c2nc(Cc3ccc(Cl)cc3)no2)cc1OC
    -9.4%, -9.2%, 2.3%
> COc1ccc(CNCCc2ccc([N+](=O)[O-])cc2)c(OC)c1OC
    6.51µM*, 20.6µM*, ·
> O=C1N(c2ccccc2C(F)(F)F)OC1(Cc1ccccc1)c1ccccc1 (stereo not drawn)
    -21.9%, ?, 1.1%
> CCOC(=O)c1oc2ccccc2c1CSc1nnnn1-c1ccc(C)cc1
    ?, ?, -3.3%
> CN(C(=S)NC(=O)C1CC1)c1ccc(O)cc1
    ?, ?, 1.6%
> O=[N+]([O-])c1ccc(-c2nc(Cl)c3c(n2)CCCC3)o1
    9.2µM*, 16.4µM*, ·
> Cc1noc(C)c1COc1ccc(C(=O)OCC(=O)NCCN2C(=O)CSC2=O)cc1
    -2.7%, 2.7%, -2.5%
> C=CCn1cc(C(=O)N2CCN(C)CC2)c(=O)c2cc(S(=O)(=O)N3CCCC3)ccc21
    -13.3%, -10.0%, 3.9%
> Cc1nc2nc(NCc3ccc(Cl)cc3)[nH]n2c(=O)c1Cc1ccccc1
    -18.4%, -15.2%, -1.2%
> Cc1ccc(NC(=O)CSc2nc(C3CCCC3)nc3c2c(=O)n(C)c(=O)n3C)c(C)c1
    -19.9%, 6.3%, 0.0%
> COC(=O)c1ccc(N2OC3(C)C=CC2CC3)cc1 (stereo not drawn)
    0.2%, -1.8%, 6.3%
> CS(=O)(=O)N(CC(=O)N1CCCCCC1)c1cccc([N+](=O)[O-])c1
    1.8%, 6.7%, ·
> COc1ccc(CN2CCC(Oc3cc(C(=O)NC4CC4)ccc3OC)CC2)c(O)c1
    -22.7%, 1.1%, 3.1%
> O=C(O)c1ccccc1NC(=O)c1ccccc1Nc1ccccc1
    ?, ?, ·
> O=C(CSc1nnc(-c2ccccc2O)o1)Oc1ccc(Br)cc1
    -25.3%, ?, 1.0%
> CC1CCN(S(=O)(=O)c2ccc(NC(=O)[C@@H]3CCCN3C(=O)c3cccs3)cc2)CC1
    -4.9%, ?, 0.3%
> O=C(C1CC1)N1CCC(c2nc(-c3ccc(S(=O)(=O)N4CCCC4)cc3)no2)CC1
    ?, 20.6µM*, 6.0%
> CCC(CC)NC(=O)c1ccc2nc[nH]c2c1
    -6.1%, -9.8%, 5.3%
> O=C1c2ccccc2C(=O)N1CN(C(=O)COc1ccccc1)c1ccccc1
    2.4%, -12.0%, 1.0%
> CCN(CC)S(=O)(=O)c1ccc2c(c1)c(=O)c(C(=O)N1CCN(c3ccc(F)cc3)CC1)cn2C
    -17.2%, -26.8%, 4.7%
> COc1ccc(OC)c(NC(=O)c2cn(C)c(=O)c3cc(OC)c(OC)cc23)c1
    -22.4%, ?, 3.1%
> O=C(O)c1ccccc1-c1nc2cc(Cl)ccc2c(=O)n1O
    14.0%, -5.9%, 3.6%
> O=C(CSc1ccc(Cl)cc1)N1CCN(c2ccc([N+](=O)[O-])cc2Cl)CC1
    ?, 18.4µM*, 2.0%
> Cc1ccc(NC(=S)N/N=C/c2ccc([N+](=O)[O-])s2)cc1
    ?, ?, 0.0%
> CC(=O)N1N=C(N)SC1(C)C
    1.0%, -10.1%, 1.1%
> Nc1ncnc2c1ncn2COC(CO)CO
    0.316µM*, 0.708µM*, 0.5%
> CSc1ncc(Cl)c(C(=O)Nc2c(C(=O)c3ccc(C)cc3)oc3ccccc23)n1
    5.8%, 28.9%, 2.5%
> CC(C)(C)NC(=O)C(c1ccc(F)cc1)N(CC1CCCO1)C(=O)c1csnn1 (stereo not drawn)
    6.6%, 0.9%, ·
> CC(C)(C)C1CCc2onc(C(=O)Nc3ccc4c(c3)OCO4)c2C1 (stereo not drawn)
    -28.2%, ?, 10.7%
> Cc1cc(Cl)c(C)c(S(=O)(=O)Oc2ccccc2NC(=O)CCC(=O)O)c1Cl
    -28.6%, 8.8%, 1.0%
> O=C(OCC(=O)C12CC3CC(CC(C3)C1)C2)c1ccc(O)cc1
    ?, ?, 0.5%
> Cc1ccc(C(=O)/C=C/c2c(C)nn(-c3ccccc3)c2Cl)cc1
    ?, 20.6µM*, 2.8%
> COc1ccc(-c2coc3c(C(=O)NCc4ccccc4)cccc23)c(C)c1
    ?, ?, ·
> COc1ccc(COC(=O)c2ccc(Cl)c(S(=O)(=O)N3CCOCC3)c2)cc1F
    ?, ?, 0.0%
> Cc1csc(=O)n1CCC(=O)OCC(=O)c1c(N)n(CC(C)C)c(=O)n(C)c1=O
    18.4µM*, 14.6µM*, -5.6%
> COc1ccc(CCNC(=O)/C=C/c2ccco2)cc1
    16.4µM*, ?, ·
> O=C(COc1cccc(Cl)c1)Nc1ccccc1N1CCCCC1
    -26.3%, ?, -7.0%
> COc1ccc(Cn2ccnc2SCC(=O)Nc2nnc(C)s2)cc1
    -21.5%&1.8%, 16.3%&-12.2%, 2.6%&3.3%
> C=CCOC(=O)CCP(=O)(CCC(=O)OCC=C)c1ccccc1
    2.0%, -0.6%, 0.0%
> Cc1cnc(C)c(-c2cc(F)cc3c2OC(CNC(=O)c2cc(Cl)ccc2F)C3)n1 (stereo not drawn)
    -3.2%, -9.3%, ·
> CCCCn1c2c(c3ccccc31)CCc1nonc1-2
    -28.8%, ?, 5.3%
> COc1ccccc1NS(=O)(=O)c1ccc(OC)c([N+](=O)[O-])c1
    0.6%, -12.8%, 4.8%
> Cc1cccc(C)c1NC(=O)CNCC(=O)N(C)C
    -0.8%, 0.3%, 5.1%
> Clc1ccc(CN2CCSCC2)c(Cl)c1
    0.5%, -17.0%, ·
> O=C(Nc1cccc(C(=O)N2CCOCC2)c1)NC1CCCCC1
    -12.5%, ?, -2.1%
> CC(C)c1cc(C(=O)N/N=C/c2cccnc2)cs1
    -16.8%, -22.8%, 1.1%
> CNC(=O)NCCN1CCCC1=O
    -3.4%, -19.7%, 4.3%
> CN(c1ccc([N+](=O)[O-])cc1)c1cc2c(c3c1ccn3C)C1CCC2C1 (stereo not drawn)
    -19.9%, -6.8%, ·
> COc1cc2nc(NCCc3ccccc3)n3nc(-c4cccnc4)nc3c2cc1OC
    0.3%, -11.3%, -3.9%
> COc1cc(C)nc(OCCNC(=O)COc2ccc(Cl)cc2C)n1
    16.4µM*, 20.6µM*, -1.1%
> C=C(C)CSc1nnc(-c2cc(OC)c(OC)c(OC)c2)n1N
    -7.8%, -5.7%, -2.9%
> Cc1cccc(Oc2nc3c(c(=O)n(C)c(=O)n3C)n2C)c1
    9.6%&-15.4%, -4.3%&-25.5%, -2.5%&0.0%
> O=c1c2ccccc2oc2c1oc1ccccc12
    ?, ?, -2.5%[56.1 µM]
> CCCOC(c1ccccc1)(c1ccc(C(F)(F)F)cc1)C(Oc1nc(C)cc(C)n1)C(=O)O (stereo not drawn)
    18.4µM*, 20.6µM*, 2.6%
